# Bioassay records: PubChem BioAssay, several laboratories
# Rev-erbA mod = modulators of Rev-erb alpha DNA binding, primary screen, biochemical, FITC-DNA, fluorescence polarization, uHTS | Nuclear receptor subfamily 1 group D member 1 (Homo sapiens), P20393 | Rev-erbα–FITC-DNA binding, 90 min | activity, % at 10 µM | 0.79% of 370,000 active | AID 1259318, 2017;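 active means activity above about 14%, limit read from the data; passing the limit was not always enough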;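 further: 0% = DMSO wells with 35 nM protein and 100% = DMSO wells with 750 nM protein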
# Target sequence (P20393 whole entry, looked up): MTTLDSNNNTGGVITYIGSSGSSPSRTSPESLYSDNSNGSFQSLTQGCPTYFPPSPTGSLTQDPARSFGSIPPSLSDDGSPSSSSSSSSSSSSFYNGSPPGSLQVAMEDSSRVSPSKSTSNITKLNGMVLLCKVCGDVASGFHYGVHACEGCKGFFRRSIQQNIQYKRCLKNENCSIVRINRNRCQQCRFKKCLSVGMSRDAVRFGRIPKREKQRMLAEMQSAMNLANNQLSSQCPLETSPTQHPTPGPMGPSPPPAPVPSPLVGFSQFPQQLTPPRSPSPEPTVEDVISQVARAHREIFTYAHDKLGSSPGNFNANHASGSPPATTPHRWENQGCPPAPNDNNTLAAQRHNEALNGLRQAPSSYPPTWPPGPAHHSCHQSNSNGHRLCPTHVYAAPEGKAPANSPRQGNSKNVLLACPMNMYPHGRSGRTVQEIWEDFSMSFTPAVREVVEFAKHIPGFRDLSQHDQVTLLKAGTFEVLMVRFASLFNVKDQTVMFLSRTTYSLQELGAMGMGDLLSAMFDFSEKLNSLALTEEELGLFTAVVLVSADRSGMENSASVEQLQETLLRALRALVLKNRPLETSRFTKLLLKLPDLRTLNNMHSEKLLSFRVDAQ
# ASAP1 GAP inh = inhibitors of human ASAP1 ArfGAP activity, primary screen, biochemical, fluorescence polarization. Arf-GAP with SH3 domain, ANK repeat and PH domain-containing protein 1 (Homo sapiens), …. ASAP1-stimulated ARF1 GTP hydrolysis, GDP FP detection. inhibition, % at 16.5 µM. 0.19% of 360,000 active; in the data active means inhibition above about 25%;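 further: 0% = vehicle with enzyme and substrate and 100% = no enzyme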
# KLK7 zymogen act = proKLK7 zymogen activators, primary screen, biochemical, fluorescence intensity. Kallikrein-7 (Homo sapiens), P49862. purified proKLK7, EDANS-DABCYL substrate fluorescence; 100% is mature enzyme control, 0% vehicle. activation, % at 7 µM. 0.9% of 370,000 active;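 active means activation above the mean of all tested compounds plus 3 SD, computed per campaign excluding outliers beyond control limits, cut at about 13% in these data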
# Target sequence (P49862 whole entry, looked up): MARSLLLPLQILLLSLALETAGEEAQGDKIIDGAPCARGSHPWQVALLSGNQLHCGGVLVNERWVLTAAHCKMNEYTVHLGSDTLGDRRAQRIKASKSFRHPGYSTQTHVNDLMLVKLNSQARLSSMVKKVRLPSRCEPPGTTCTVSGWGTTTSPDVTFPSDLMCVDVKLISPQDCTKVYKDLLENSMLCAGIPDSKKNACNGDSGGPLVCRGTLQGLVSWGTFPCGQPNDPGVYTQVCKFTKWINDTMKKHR
# DDE Tn7 FP inh = inhibitors of Tn7 peptide binding to fibrin DD(E), primary screen, biochemical, fluorescence polarization, human fibrin, Tn7 probe | 0.13% of 370,000 active | FP displacement of FITC-Tn7 peptide from fibrin DD(E); 0% = median of compound wells per plate | inhibition, % at 8.3 µM | AID 720508, 2013;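 active means inhibition above the mean of compounds falling within the control limits plus 3 SD of them, cut at about 14% in these data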;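 further: 0% = plate median of compound wells and 100% = 10 µM Aha-Tn7 peptide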
#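 Test system – human fibrin DD(E) · Times – 10 min preincubation, 3 h with tracer, room temperature · Detection – fluorescence polarization of the labelled Tn7 tracer · Measure – percent inhibition normalized to high-control wells · Benchmarks – high control wells with 10 µM unlabelled Aha-Tn7 peptide (full inhibition) · Repeats – singlicate testing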
# sPLA2-III inh = human group III sPLA2 inhibitors, primary screen, biochemical, QFRET, BODIPY PC-A2 liposome substrate; QFRET BODIPY PC-A2 liposome hydrolysis, fluorescence; 0.56% of 370,000 active; AID 743126, 2013; inhibition, % at 12.2 µM; Group 3 secretory phospholipase A2 (Homo sapiens), Q9NZ20;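 active means inhibition above mean plus 3 SD of compounds lying within the high and low control bounds, cut at about 19% in these data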;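 further: 0% = median of test compound wells and 100% = no enzyme DMSO wells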
# PLC-gamma1 inh = PLC-gamma1 enzyme inhibitors, primary screen, biochemical, fluorescence, purified enzyme. 1-phosphatidylinositol 4,5-bisphosphate phosphodiesterase gamma-1 (Homo sapiens), P19174. fluorogenic substrate. inhibition, % at 12.2 µM. 0.84% of 370,000 active. AID 720700, 2013; in the data active means inhibition above about 9.5%
# PLCb3 inh = human PLC-beta3 inhibitors, primary screen, biochemical, fluorescence. Purified PLC-beta3, fluorogenic substrate. 0.18% of 370,000 active. 1-phosphatidylinositol 4,5-bisphosphate phosphodiesterase beta-3 (Homo sapiens), Q01970. inhibition, % at 12.2 µM; in the data active means inhibition above about 11%;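 further: 0% = median of compound wells on plate and 100% = full blocker control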
# DDE Tn6 FP inh = inhibitors of Tn6 peptide binding to fibrin DD(E), primary screen, biochemical, fluorescence polarization, human fibrin, Tn6 probe | Fibrin DD(E) TRITC-Tn6 fluorescence polarization displacement | inhibition, % at 8.3 µM | 0.21% of 370,000 active | AID 720509, 2013;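 active means inhibition above a per-campaign cutoff: mean of compounds within control limits plus 3 SD, cut at about 15% in these data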;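 further: 0% = median of all compound wells on the plate and 100% = blocking peptide control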
# ARFGAP1 inh = inhibitors of rat ARFGAP1 GAP activity, primary screen, biochemical, fluorescence polarization, GDP tracer; ADP-ribosylation factor GTPase-activating protein 1 (Rattus norvegicus), Q62848; Arfgap1-stimulated ARF1 GTP hydrolysis, GDP FP detection; inhibition, % at 16.5 µM; 0.26% of 360,000 active;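 active means inhibition above a per-plate limit, mean inhibition of low control wells plus 3 SD, cut at about 25% in these data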;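 further: 0% = DMSO wells with enzyme and 100% = wells lacking Arfgap1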
# Target sequence (Q62848 1-136 limits assumed): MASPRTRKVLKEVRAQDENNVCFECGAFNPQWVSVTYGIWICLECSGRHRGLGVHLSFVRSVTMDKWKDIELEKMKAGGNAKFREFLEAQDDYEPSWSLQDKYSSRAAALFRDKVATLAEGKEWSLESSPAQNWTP
#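 Material: truncated rat Arfgap1 GAP domain; Incubation: compound-enzyme preincubation 20 min, reaction 120 min, detection 60 min, 25 °C; Read-out: percent inhibition of Arfgap1-stimulated GTP hydrolysis; Technique: FP, GDP Alexa 633 tracer displaced from anti-GDP antibody, 620/688 nm; Controls: No-Arfgap1 wells (100%) versus DMSO full-reaction wells (0%); Replication: single well per compound.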
# UHRF1 binding = UHRF1 methylated DNA binding inhibitors, primary screen, counter-screen for MBD2 inhibitor project, biochemical, TR-FRET, human UHRF1, single concentration | inhibition, % at 4.4 µM | UHRF1 binding to methylated oligo | 0.75% of 370,000 active | E3 ubiquitin-protein ligase UHRF1 (Homo sapiens), Q96T88; in the data active means inhibition above about 21%;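 further: UHRF1 SRA domain binding a hemimethylated CpG hairpin DNA probe; 0% = median of test compound wells and 100% = reference inhibitor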
# The depositor's hits bear a star.
# The opening four entries (preview)
SMILES,Rev-erbA mod,ASAP1 GAP inh,KLK7 zymogen act,DDE Tn7 FP inh,sPLA2-III inh,PLC-gamma1 inh,PLCb3 inh,DDE Tn6 FP inh,ARFGAP1 inh,UHRF1 binding
Fc1ccc(-n2nnc(-c3ccnc4ccccc34)n2)cc1,-4,-5,0.3,0,4,2,0,0,7,-4
COc1ccc(-n2ncc3c(NCc4ccccn4)ncnc32)cc1,0,6,-0.4,-7,-1,-13,-17,-2,9,0
Cc1nn(C)cc1S(=O)(=O)N1CCN(Cc2cccc(Cl)c2)CC1,0,-8,-0.8,-2,1,0,-1,-1,2,0
O=C1COc2ccc(C(=O)c3ccccc3C(=O)O)cc2N1,5,7,0.1,-2,6,3,4,4,-9,1

# Main list, previewed entries included:
SMILES,Rev-erbA mod,ASAP1 GAP inh,KLK7 zymogen act,DDE Tn7 FP inh,sPLA2-III inh,PLC-gamma1 inh,PLCb3 inh,DDE Tn6 FP inh,ARFGAP1 inh,UHRF1 binding
Fc1ccc(-n2nnc(-c3ccnc4ccccc34)n2)cc1,-4,-5,0.3,0,4,2,0,0,7,-4
COc1ccc(-n2ncc3c(NCc4ccccn4)ncnc32)cc1,0,6,-0.4,-7,-1,-13,-17,-2,9,0
Cc1nn(C)cc1S(=O)(=O)N1CCN(Cc2cccc(Cl)c2)CC1,0,-8,-0.8,-2,1,0,-1,-1,2,0
O=C1COc2ccc(C(=O)c3ccccc3C(=O)O)cc2N1,5,7,0.1,-2,6,3,4,4,-9,1
Nc1ccccc1SCc1ccccc1,2,4,0.1,-6,10,2,2,2,4,2
COc1ccc(C(=O)NCc2ccccc2OC)c(OC)c1,2,-5,0.2,-9,-3,0,2,-6,4,-1
Cc1cc(C)nc(SCc2ccc(Br)cc2)n1,0,3,-0.2,-6,-2,1,0,-2,-4,1
C#CCNC(=O)c1cc2sccc2n1C,0,-5,-0.1,-3,1,0,-1,-5,-5,-1
COCCN(C(=O)CSc1ncn[nH]1)c1c(N)n(Cc2ccccc2)c(=O)[nH]c1=O,1,5,-0.1,-5,5,3,0,0,-6,27*
CCOC(=O)Cn1cc(Cn2c3ccccc3c(=O)n2C(C)C)nn1,0,0,2.1,0,16,-26,-35,6,-2,1
CCCn1c(C)cc(C)c(C#N)c1=O,-4,-6,0.2,-5,3,0,1,6,-3,-1
O=C(COc1ncnc2sccc12)NC1CCCc2ccccc21 (stereo unspecified),-3,3,-0.6,-3,10,-1,0,0,9,3
Cc1cccc(NC(=O)c2ccccc2NC(=O)CCC(=O)O)c1,2,9,-0.3,0,9,0,2,-5,5,0
O=C(c1ccco1)n1nc(-c2ccccc2)nc1SCc1ccccc1,6,10,-0.4,-4,2,3,2,1,12,-4
COc1cc2ccccc2cc1C(=O)N1CCCCC1,-4,5,1.1,-6,0,-8,-10,2,23,0
COc1ccc(CC(=O)Nc2ccc(N3CCOCC3)cc2)cc1S(=O)(=O)N1CCOCC1,-5,5,0.0,3,6,4,0,2,5,-1
Cc1csc(N2CCCC2c2nc3cc(C(F)(F)F)ccc3n2CCOCCO)n1 (stereo unspecified),5,12,0.2,-2,5,1,-4,-7,-8,0
N#CC(c1ccc(Cl)cc1)c1nc2ccccc2nc1C(F)(F)F (stereo unspecified),6,-12,-0.4,3,15,-2,-1,1,3,-1
COc1ccc(/C=N/NC(=S)NC2CCS(=O)(=O)C2)cc1 (stereo unspecified),1,-4,-0.7,-2,7,-1,1,7,12,-1
O=C(C1CCCO1)N1CCN(C(=S)Nc2ccc(F)cc2)CC1 (stereo unspecified),-1,-4,-0.8,-3,10,-2,-1,-5,3,2
Cc1ccc(C(=O)NCCSC(C)(C)C)cc1[N+](=O)[O-],-6,2,0.7,2,-6,1,2,10,-10,-3
Cc1cc(OCC(=O)N2CCCC2)ccc1Cl,0,-9,0.4,0,8,2,4,6,-3,2
Cc1nc(CNS(=O)(=O)c2ccc(Br)cc2)cs1,-2,2,-0.1,-2,-5,0,-5,4,6,1
O=C1c2ccc(Cl)cc2S(=O)(=O)c2cccc(C(=O)N3CCN(c4ncc(Br)cn4)CC3)c21,3,12,0.1,2,-2,-11,-13,5,20,0
O=C(CCc1nnc(-c2ccc3c(c2)OCO3)o1)N(Cc1ccncc1)CC1CCCO1 (stereo unspecified),-2,3,-0.2,4,6,1,0,3,-4,2
CN(C)CCC(=O)c1ccc(F)cc1,-4,-5,0.6,-3,0,4,-3,-3,-2,0
Cc1ccc(N(CC(=O)NC2CCCC2)C(=O)c2ccc(C)s2)cc1,-3,6,0.2,-1,-2,-2,-5,2,8,0
CCCOc1ccc(-c2nc(C#N)c(N3CCC(C(N)=O)CC3)o2)cc1,-11,4,0.9,1,-9,-15,-30,-4,4,-3
COc1ccc(NC(=O)N2CCC(CO)(CC3CCCCO3)CC2)c(OC)c1 (stereo unspecified),4,1,0.6,4,6,-1,-9,-3,-9,3
CCOC(=O)c1ccccc1NC(=O)COC(=O)C1CC(=O)N(c2ccc3c(c2)OCCO3)C1 (stereo unspecified),-1,11,-0.4,4,3,0,-9,0,-6,-1
O=C(NCc1cccnc1)c1ccc(NC(=O)c2ccco2)cc1,6,7,0.1,-3,2,3,3,2,4,2
COC(=O)C1=C(C)N(Cc2ccccc2C(F)(F)F)C(=NCc2cc(OC)c(OC)c(OC)c2)NC1c1ccccc1C(F)(F)F (stereo unspecified),-1,4,0.8,-3,-5,-1,-6,0,3,0
CC1CCCC(C)N1C(=O)COC(=O)c1cncc(Br)c1 (stereo unspecified),2,-3,0.7,6,11,1,0,8,0,1
O=C(C(c1ccccc1)c1ccccc1)N1CCN(Cc2ccc(Br)cc2)CC1,5,12,0.2,1,-1,-2,-2,5,-7,-3
CC(C)C(C)NC(=O)CN1C(=O)NC2(CCCc3ccccc32)C1=O (stereo unspecified),-1,9,0.1,-6,7,2,2,7,4,3
COc1cc(C(=O)N2CCCCC2c2cc(C(=O)N3CCOCC3)no2)cc(OC)c1C (stereo unspecified),-2,0,0.4,-4,9,5,0,0,7,-1
Cc1ccc(OCc2ccc(C(=O)NN)o2)cc1C,-1,-3,0.4,5,-1,-2,-9,4,-5,-2
O=C(CC1CCCCC1)NCCOc1ccccc1,-1,5,0.1,-3,-9,5,4,5,-2,0
C[C@H](CO)N1C[C@H](C)[C@@H](CN(C)C(=O)Nc2ccccc2)Oc2c(NC(=O)Nc3ccc(C(F)(F)F)cc3)cccc2C1=O,-2,19,-0.4,-4,-18,3,4,5,4,0
CCn1nccc1NC(=O)c1csc([C@@H]2O[C@H](CO)[C@H](O)[C@H](O)[C@H]2O)n1,0,12,-0.4,-1,6,2,3,-5,9,-1
Cc1cccc(-n2ncc3c(=O)[nH]c(SCC(=O)Nc4cc(C)on4)nc32)c1,-6,-25,-0.8,-1,-8,0,4,1,-20,0
CCNC(=O)c1cc2c(=O)n3cccc(C)c3nc2n(Cc2ccc(C)cc2)c1=N,0,-5,-5.8,-4,-2,-287,-312,-3,-2,-2
Cc1nc2ccccc2nc(C)c1=NOCc1ccc(C#N)cc1,-2,8,0.5,0,9,0,-4,-8,2,0
CCOc1ccccc1N1CC(C(=O)Nc2ccc3c(c2)OCCO3)CC1=O (stereo unspecified),-4,-1,0.0,-7,2,2,2,0,-14,-1
COc1cccc2c3c(c(=O)[nH]c12)CCC(C)(C)O3,1,-13,-0.3,-1,5,7,2,-2,3,6
CCCOC(=O)N[C@@H]1C(=O)N2C(C(=O)OCCC)=C(C)CS[C@H]12,-2,-3,-0.4,4,0,-1,0,5,2,6
O=C(O)c1ccc(Cn2c(=S)[nH]c3cc(Cl)ccc3c2=O)cc1,-1,4,-0.1,-2,4,11*,0,-3,1,3
COCC(C)Nc1ccc(S(=O)(=O)N2CCCC2)cc1[N+](=O)[O-] (stereo unspecified),-1,2,0.4,8,-4,2,-1,9,-8,-3
COC(=O)c1ccc(NC(=O)CS(=O)(=O)c2ccccc2)cc1,-3,2,0.5,-7,2,2,-5,-1,8,4
COc1ccc(C(=O)NCc2nnc(SCC(=O)Nc3ccc4c(c3)OCO4)o2)cc1,-1,3,-0.8,6,4,-2,-1,-4,2,4
O=C(O)CC1(c2ccc(F)cc2)C2CC3CC(C2)CC1C3 (stereo unspecified),3,-2,0.7,8,-3,-1,-5,-2,6,-1
COC(=O)c1sccc1NC(=O)c1cccnc1,-4,7,-0.3,-3,10,3,3,-7,1,1
Cc1c(NC(=O)CSc2nc(N)cc(N)n2)c(=O)n(-c2ccccc2)n1C,-4,1,-0.4,-6,5,-2,0,6,-5,4
COc1cccc(-c2nc(CS(=O)(=O)c3ccccc3)no2)c1,7,1,0.1,-8,6,9,5,3,-1,9
O=C(Nc1nc2ccc(F)cc2s1)C1=NN(c2ccccc2)C(=O)CC1,-2,0,0.1,1,-15,-19,-20,0,6,-3
CCCc1cc(C(=O)N2CCN(C(c3ccccc3)c3ccccc3)CC2)no1,-2,-4,0.9,-5,-16,3,-1,-6,5,0
O=C1OCc2ccc(NC(=O)c3ccccc3C(=O)O)cc21,-3,-1,-0.7,5,9,-23,-34,-8,0,1
O=C(CSc1nnc(-c2cccc(Cl)c2)o1)Nc1ccc2c(c1)OCCO2,4,-7,-0.2,-2,5,5,-5,-3,5,9
COc1ccc(S(=O)(=O)N2CCN(CC(O)CN3CCOCC3)CC2)cc1 (stereo unspecified),14,-5,-0.2,2,16,-3,-5,2,2,4
